Source: PubChem
TSHR antag – Antagonists of the Thyroid Stimulating Hormone Receptor: HTS campaign; Thyrotropin receptor (Homo sapiens), P16473; TSHR-expressing cells, TSH-stimulated cAMP HTRF, 2 h; stronger effect = lower value; activity change, negative = inhibition, % at 11.5 µM; hit rate 0.2% among 330,000; AID 504810, 2011;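 active = activity change below a set negative limit, meaning inhibition stronger than a set level, cut at about -70% in these data; inconclusive = activity change between two set negative limits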; also: % is scaled to controls: 0 for no effect and ±100 for the full control effect
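Competitive HTRF cAMP read-out (cryptate anti-cAMP antibody, cAMP-d2; 30 min, room temperature) in freshly harvested TSHR cells. Compounds added before TSH at EC80 (4nM final), followed by 2 hours' incubation at 37 deg C.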
Mito fusion act – qHTS Assay for Small Molecule Inhibitors of Mitochondrial Division or Activators of Mitochondrial Fusion; Potency, µM (highest dose often 46.1 µM), for the others: at the top dose growth rescue (activation), hits mostly activators; S. cerevisiae fusion-defective mutant growth rescue, CellTiterGlo 48 h; AID 485298, 2010; hit rate 0.23% among 320,000;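 also: potency is read from the fitted curve at half-maximal effect; % of control where 0% means no effect; nearly all actives have a fitted effect of over 45% in size; temperature-sensitive fusion mutants such as fzo1-1 at 37 °C on non-fermentable ethanol glycerol medium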
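Read-out: ATP-based luminescence (CellTiterGlo, 10 min ambient) reporting growth of fusion-defective ts yeast after 48 hours at 37C on glycerol/ethanol YPEG medium in the presence of compound.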
Eya2 inh – qHTS Assay for Inhibitors of the Phosphatase Activity of Eya2; Potency, µM (highest dose often 76.9 µM), for inactives: at the top dose activity, negative = inhibition, usual class: inhibitors; Protein phosphatase EYA2 (Homo sapiens), O00167; recombinant Eya2, OMFP fluorescence dephosphorylation (OMFP is methylfluorescein phosphate); hit rate 0.006% among 330,000; also: potency is read from the fitted curve at half-maximal effect; % is scaled to controls: 0 for no effect and ±100 for the full control effect
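Eya2 protein (added as 0.2 uM solution) was preincubated with compound for 10 min at ambient temperature in 50 mM HEPES pH 7.5, 50 mM NaCl, 5 uM MgCl2, 0.05% BSA, 1 mM DTT. OMFP (added at 50 uM) then reacted 10 min; fluorescence read at 485/525 nm.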
AT treatment – qHTS Assay for Identifying a Potential Treatment of Ataxia-Telangiectasia | Potency, µM (titrated, usually from 57.5 µM), without a hit: top-dose activation, hits mostly activators | AID 485349, 2010 | hit rate 0.19% among 320,000 | […] A-T fibroblasts, KAP-1 phosphorylation AlphaLISA; neocarzinostatin DNA damage 30 min before lysis; also: potency is read from the fitted curve at half-maximal effect; % of control where 0% means no effect; nearly all actives have a fitted effect of over 45% in size
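hTERT-immortalized A-T patient fibroblasts ([…]), 500 cells/well in OPTI-MEM, 1% FBS, got compounds for 60 min, then NCS for 30 min at 37C. Lysates were then assayed for phospho-KAP-1 by AlphaLISA (anti-pKAP1 donor, anti-KAP1 acceptor beads), 6 hr at 25C.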
TCR act – Activators of T cell receptors: qHTS campaign; primary human leukocytes, anti-CD3, IL-2 HTRF, 48 h; Potency, µM (highest dose often 9.22 µM), inactives show at the highest dose activation of IL-2 secretion, actives largely listed as activators; 330,000 tested, under 10 active; also: % of control where 0% means no effect
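Human primary leukocytes + a-CD3 beads + cpd, 48 hr; IL-2 in supernatant by HTRF (ex 320nm / em 665nm). No co-stimulatory signal supplied.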
S-ASM inh – Inhibitors of Secretory Acid Sphingomyelinase (S-ASM): qHTS; placental ASM, HMU-PC fluorogenic substrate, 60 min; Potency, µM (doses to about 57.5 µM), for inactives: top-dose activity change, negative = inhibition, usual class: inhibitors; hit rate 0.006% among 340,000; also: potency is read from the fitted curve at half-maximal effect
Target sequence (P17405 47-631 limits assumed): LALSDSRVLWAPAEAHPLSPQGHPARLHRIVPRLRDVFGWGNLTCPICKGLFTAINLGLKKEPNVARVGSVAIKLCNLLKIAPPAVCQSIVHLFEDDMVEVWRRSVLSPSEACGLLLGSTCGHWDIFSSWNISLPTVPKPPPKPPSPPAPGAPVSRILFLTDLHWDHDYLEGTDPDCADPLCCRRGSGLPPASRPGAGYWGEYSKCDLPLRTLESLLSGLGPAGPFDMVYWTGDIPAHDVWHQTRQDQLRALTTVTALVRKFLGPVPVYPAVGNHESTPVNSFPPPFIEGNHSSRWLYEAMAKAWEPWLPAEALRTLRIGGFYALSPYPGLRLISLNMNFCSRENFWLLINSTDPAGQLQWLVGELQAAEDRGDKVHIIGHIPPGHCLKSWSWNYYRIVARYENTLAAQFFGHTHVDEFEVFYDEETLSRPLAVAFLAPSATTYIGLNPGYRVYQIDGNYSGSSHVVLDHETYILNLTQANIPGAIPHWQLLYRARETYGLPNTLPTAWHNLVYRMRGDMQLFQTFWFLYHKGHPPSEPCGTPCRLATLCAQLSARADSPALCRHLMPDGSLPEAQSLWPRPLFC
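Fluorescence read-out (Ex 386 nm, Em 447 nm) after stopping the reaction at pH 10. Enzyme: ASM from human placenta; substrate HMU-PC0, 9 uM final; 60 min, 37 °C. Compound preincubation 10 min, ambient temperature.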
ELG1 DNA repair – qHTS screen for small molecules that inhibit ELG1-dependent DNA repair in human embryonic kidney (HEK293T) cells expressing luciferase-tagged ELG1; HEK293T ELG1-luciferase reporter, luminescence, 16 h; DNA damage induced by 5-fluorouridine; Potency, µM (doses to about 46.1 µM), for the others: at the highest dose activity change, negative = inhibition, most hits filed as inhibitors; hit rate 2.3% among 330,000; AID 504467, 2011; also: potency is read from the fitted curve at half-maximal effect; % is scaled to controls: 0 for no effect and ±100 for the full control effect; nearly all actives have a fitted effect of over 55% in size
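Cells (2,000 per well) received 5-fluorouridine plus test compound or DMSO and were incubated 16 hr at 37 °C, 5% CO2. Luciferase activity was read by luminescence 30 min after ONE-Glo addition; signal suppression marked inhibition of damage-induced ELG1 function.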
BCR signal inh – qHTS Assay to Find Inhibitors of Chronic Active B-Cell Receptor Signaling | ABC-DLBCL IkBa-CBG/CBR reporter, luminescence ratio, 4 h | Potency, µM (series often up to 46.1 µM), for the others: at the highest dose ratio change, negative = lower green/red ratio, usual class: inhibitors | hit rate 0.05% among 340,000; active = well fitted inhibition curve with a large enough effect in the signal ratio, with a control signal flat, not every such curve was filed as active; inconclusive = small, poorly fitted or top-dose-only effect, or effect the other way, or a change in a side signal; the % refers to the signal ratio;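 also: potency is read from the fitted curve at half-maximal effect; plate controls were basal doxycycline-induced cells for no effect and cells given 10 µM MG132 for full effect; MG132 reads +100%, hits lower the ratio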
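Compounds up to 46 uM were incubated four hours with TMD8 cells whose green CBG68 luciferase is fused to IkappaBalpha; red CBR luminescence normalised the signal, and concentration-effect curves were fitted to fusion, red and ratio data.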
Tb PFK block – qHTS Assay to Find Inhibitors of T. brucei phosphofructokinase | ATP-dependent 6-phosphofructokinase (Trypanosoma brucei brucei), O15648 | T. brucei PFK, ADP-Glo luminescence | Potency, µM (doses to about 57.5 µM), for inactives: top-dose activity, negative = inhibition, most hits filed as inhibitors | hit rate 0.17% among 330,000;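 also: potency is read from the fitted curve at half-maximal effect; 0% = uninhibited 1x PFK enzyme wells and -100% = no-enzyme wells; nearly all actives have a fitted effect of over 60% in size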
Target sequence (O15648 whole entry, looked up): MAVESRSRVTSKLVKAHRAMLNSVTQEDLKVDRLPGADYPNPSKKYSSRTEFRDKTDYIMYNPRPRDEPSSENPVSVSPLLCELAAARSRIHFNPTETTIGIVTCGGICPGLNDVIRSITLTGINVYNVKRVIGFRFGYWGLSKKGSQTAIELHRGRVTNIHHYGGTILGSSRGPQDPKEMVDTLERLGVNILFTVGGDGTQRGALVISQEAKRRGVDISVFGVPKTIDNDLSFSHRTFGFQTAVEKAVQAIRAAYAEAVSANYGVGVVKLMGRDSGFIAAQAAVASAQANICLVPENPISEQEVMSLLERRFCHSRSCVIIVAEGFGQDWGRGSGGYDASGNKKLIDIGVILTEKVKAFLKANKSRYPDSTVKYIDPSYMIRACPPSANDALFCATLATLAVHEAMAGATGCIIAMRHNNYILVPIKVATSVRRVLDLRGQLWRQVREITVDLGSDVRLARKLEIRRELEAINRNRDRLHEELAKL
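Activity is normalized to no-enzyme wells (full inhibition) and 1.25 nM enzyme wells (no inhibition). Reaction: 0.5 mM F6P, 0.1 mM ATP, 45 min RT, ADP-Glo luminescence; concentration-response curves fitted and classed by quality.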
PTAP TSG101 blk – qHTS Assay for Iinhibitors of HIV-1 Budding by Blocking the Interaction of PTAP/TSG101. AID 493005, 2010. 340,000 tested, under 10 active. Potency, µM (series often up to 115 µM), inactives show at the highest dose activity change, negative = inhibition, actives largely listed as inhibitors. Fluorescence polarization, FITC-PTAP peptide / Tsg101 binding. Tumor susceptibility gene 101 protein (Homo sapiens), Q99816; active = well fitted inhibition curve with a large enough effect in the main read-out, with a control signal flat, not every such curve was filed as active; inconclusive = small, poorly fitted or top-dose-only effect, or effect the other way, or a change in a side signal; inactive = no such curve, though single readings can be large or run the other way; also: potency is read from the fitted curve at half-maximal effect; % of control where 0% means no effect
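Compounds were pin-transferred onto Tsg101 binding domain (10 uM final) in HEPES pH 7.5 buffer, then FITC-PTAP peptide was added at 50 nM final. After 20 min at RT, polarization reported peptide displacement across a qHTS concentration series.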
Integrin act MD – qHTS for Activators of Integrin-Mediated Alleviation for Muscular Dystrophy. alpha7betagal myoblasts, beta-gal FDG fluorescence, 48 h. Potency, µM (series often up to 38.3 µM), without a hit: at the top dose activation, actives largely listed as activators. hit rate 0.064% among 350,000. AID 624291, 2012;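 also: potency is read from the fitted curve at half-maximal effect; 100% = response of the positive control SU9516; nearly all actives have a fitted effect of over 60% in size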
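alpha7betagal+/- myoblasts (passage 13, 250/well) treated 48 h at 37C with compounds at 1:260 dilution of DMSO stock. Lysed, then beta-galactosidase activity read as FDG fluorescence (ex 480/em 540) after 30 min, with pre-read for autofluorescence.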
Active calls of the source: *; ? = inconclusive; . = no result given; [ ] = remark or other dose. Unless noted, calls follow the shape of the dose curve; as a rule, active = well fitted curve in the direction sought with a large enough effect; inconclusive = small, poorly fitted or top-dose-only effect, or another doubt; inactive = no such curve, though single readings can be large; an effect the other way counts as inactive or inconclusive.

(1) O=C(c1ccncc1)c1ccc(NS(=O)(=O)c2ccc(Br)s2)cc1
(2) O=C(CN1CCN(S(=O)(=O)c2ccc(C(F)(F)F)cc2)CC1)N1CCNC1=O
(3) O=C(CNc1cccc([N+](=O)[O-])c1)N/N=C/c1ccc([N+](=O)[O-])o1
(4) Cc1cnc(C(=O)Nc2cc(F)ccc2C)cn1
(5) COC(=O)c1sc2ncn(-n3c(C)ccc3C)c(=O)c2c1C
(6) COc1ccc(OCCSc2ccc(S(=O)(=O)N3CCCC3)cn2)cc1
(7) CC(=O)OC(C)[C@H]1CC[C@H]2[C@@H]3CC[C@H]4C[C@@H](OC(C)=O)CC[C@]4(C)C3=CC[C@]12C (stereo not given in full)
(8) C/C(CC(=O)NC(C)(C)C)=N\NC(=O)c1ccco1

Compound	1	2	3	4	5	6	7	8
TSHR antag	-18	12	7	-7	20	-38	0	-5
Mito fusion act	0%	-8%	1%	2%	3%	10%	-1%	-2%
Eya2 inh	14%	-19%	-4%	2%	7%	0%	10%	-4%
AT treatment	7%	-6%	12%	2%	.	13%	-4%	3%
TCR act	.	3%	1%	-13%	-10%	9%	10%	4%[46.1 µM]
S-ASM inh	0%	6%	-3%	-1%	-9%	-2%	-11%	6%
ELG1 DNA repair	7%	6%	?	4%	-3%	24%	4%	15%
BCR signal inh	?	-2%	5%	-3%	?	-2%	-5%	?
Tb PFK block	0%	5%	-6%	1%	0%	-2%	3%	0%
PTAP TSG101 blk	-6%	-2%	-3%	-1%	-5%	-2%	1%	-1%
Integrin act MD	?	14%	-58%[inhibitor]	-12%	-20%	-52%[inhibitor]	22%	9%

(9) O=S(=O)(c1cccc(-c2nc3n(n2)Cc2ccccc2-3)c1)N1CCCCC1
(10) CCOc1ccc(C2c3[nH]c4ccccc4c3CCN2CCCn2cccn2)cc1 (stereo not given)
(11) CCn1c(CSc2nc3ccccc3n2C)nc2ccccc21
(12) O=C(Nc1cccc2ccccc12)N1CCN(c2ccc(F)cc2)CC1
(13) Cc1cc(C)c2nc(NNC(=O)c3cc(=O)c4ccccc4o3)sc2c1
(14) COc1cccc(CNC(=O)[C@H](C)NC(=O)C2CCN(S(=O)(=O)c3ccccc3)CC2)c1
(15) O=C(NC(=S)NC(CO)c1ccccc1)c1ccc(F)cc1 (stereo not given)
(16) C/C(Cl)=C/CSc1nc2c(c(=O)[nH]c(=O)n2C)n1C(C)C

Compound	9	10	11	12	13	14	15	16
TSHR antag	22	-11	33	-10	-2	-1	-5	9
Mito fusion act	5%	0%	3%	-2%	-1%	2%	-37%[inhibitor]	5%
Eya2 inh	-15%	10%	2%	-9%	-1%	4%	2%	1%
AT treatment	-2%	5%	13%	5%	-12%	0%	1%	11%
TCR act	2%	4%	-2%	20%	7%	4%	-1%	-1%
S-ASM inh	-2%	99%[activator]	13%	-2%	-13%	0%	3%	-1%
ELG1 DNA repair	4%	-21%	-24%	8%	0%	1%	4%	0%
BCR signal inh	5%	?	1%	?	.	-4%	7%	?
Tb PFK block	-1%	2%	3%	0%	-30%	0%	-3%	0%
PTAP TSG101 blk	-8%	-8%	-4%	-1%	1%	0%	-8%	2%
Integrin act MD	-15%	-5%	3%	6%	-21%	-4%	26%	-9%

Sorted by the number under TSHR antag (lowest first): three from the list above.
no.	SMILES	TSHR antag
10	CCOc1ccc(C2c3[nH]c4ccccc4c3CCN2CCCn2cccn2)cc1 (stereo not given)	-11
15	O=C(NC(=S)NC(CO)c1ccccc1)c1ccc(F)cc1 (stereo not given)	-5
9	O=S(=O)(c1cccc(-c2nc3n(n2)Cc2ccccc2-3)c1)N1CCCCC1	22

Carrying on:
(17) CCN(CC(=O)Nc1ccc(NC(C)=O)cc1)C(=O)/C=C/c1cn(-c2ccccc2)nc1-c1ccc(F)cc1
(18) Cc1cc(C(=O)NNc2ccc(C)c(C)c2)no1
(19) O=S(=O)(c1ccc(Br)c2nsnc12)N1CCOCC1
(20) Cc1ccnc2nc(C(=O)OCCOc3ccc(F)cc3)nn12
(21) CCCN(CC1CC1)C(=O)CSc1ncnc2sccc12
(22) COc1ccc(N(C)S(=O)(=O)c2cccc(C(=O)Nc3nnc(C)s3)c2)cc1
(23) CNCCCOc1ccc2c(c1)CCC2
(24) N#C/C(=C\c1ccc[nH]1)C(=O)NCC1CCCO1 (stereo not given)

Compound	17	18	19	20	21	22	23	24
TSHR antag	-6	-9	-10	4	-12	-19	0	2
Mito fusion act	7%	-3%	1%	-6%	8%	10%	-6%	-1%
Eya2 inh	-23%	1%	-7%	?	-11%	-1%	-19%	1%
AT treatment	6%	-4%	-3%	-4%	-1%	-8%	-1%	-11%
TCR act	-1%	-14%	10%	4%	-1%	-23%	-1%	-2%
S-ASM inh	-11%	-1%	2%	3%	7%	-3%	-1%	-1%
ELG1 DNA repair	?	8.2µM*	14%	14%	-6%	?	?	?
BCR signal inh	1%	?	2%	3%	3%	4%	?	-1%
Tb PFK block	-6%	2%	0%	-5%	-8%	3%	-6%	-4%
PTAP TSG101 blk	-1%	-8%	0%	1%	0%	-4%	5%	0%
Integrin act MD	-7%	3%	-46%[inhibitor]	5%	0%	13%	1%	2%

(25) Oc1ccc2ccccc2c1C=NCc1cn2ccsc2n1
(26) Cc1ccsc1C(=O)N(Cc1nnc(-c2ccccc2Cl)o1)C1CC1
(27) CCCCc1ccc(NS(=O)(=O)c2cccc(C(=O)N3CCNC(=O)C3)c2)cc1
(28) CCOc1ccc(CN2CCC(Cc3ccccc3)CC2)cc1
(29) Cc1cc(-c2nc(-c3ccncc3)no2)ccc1[N+](=O)[O-]
(30) Cc1cccc(NC(=O)CSCC(=O)NCc2cccc(C(F)(F)F)c2)c1
(31) Cc1cc(=O)n2c(-c3ccccc3C)n[nH]c2n1
(32) CC(C)c1nnc(NC(=O)CCC(=O)N2CCN(c3ccccn3)CC2)s1

Compound	25	26	27	28	29	30	31	32
TSHR antag	7	-13	-1	-3	-7	-12	13	11
Mito fusion act	-1%	17%	0%	-7%	-21%	-2%	-2%	-2%
Eya2 inh	0%[15.4 µM]	0%	17%	-21%	?	10%	-21%	-2%
AT treatment	12%	-7%	6%	8%	-2%	-12%	0%	-3%
TCR act	-2%	-1%	-8%	-2%	-2%	-25%	1%	-4%
S-ASM inh	-1%	.	-4%	0%	-5%	-4%	3%	-1%
ELG1 DNA repair	2%	24%	2%	-15%	?	?	13%	-7%
BCR signal inh	?	-2%	-4%	0%	1%	?	-4%	-3%
Tb PFK block	?	1%	0%	-1%	12%	0%	0%	-4%
PTAP TSG101 blk	0%	-3%	-5%	-11%	-5%	-2%	-2%	0%
Integrin act MD	-29%	0%	8%	-38%	-17%	8%	3%	-8%[7.66 µM]
